SR-BI HDL uptake = mouse SR-BI HDL lipid transfer inhibition | ldlA[mSR-BI] CHO cells, DiI-HDL uptake fluorescence, 3 h | actives 0.96% (n = 320,000) | Q61009 | inhibition, % at 12.5 µM;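 active means mean replicate inhibition of at least 70% and a set share of replicates each scoring 70 or more; inconclusive means meets just one of the two criteria; inactive means fails both criteria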;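 further: 0% = median of neutral control wells and 100% = median of positive control wells; values of inactives mirror those of a sister screen read the other way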
Target sequence (Q61009 whole entry, looked up): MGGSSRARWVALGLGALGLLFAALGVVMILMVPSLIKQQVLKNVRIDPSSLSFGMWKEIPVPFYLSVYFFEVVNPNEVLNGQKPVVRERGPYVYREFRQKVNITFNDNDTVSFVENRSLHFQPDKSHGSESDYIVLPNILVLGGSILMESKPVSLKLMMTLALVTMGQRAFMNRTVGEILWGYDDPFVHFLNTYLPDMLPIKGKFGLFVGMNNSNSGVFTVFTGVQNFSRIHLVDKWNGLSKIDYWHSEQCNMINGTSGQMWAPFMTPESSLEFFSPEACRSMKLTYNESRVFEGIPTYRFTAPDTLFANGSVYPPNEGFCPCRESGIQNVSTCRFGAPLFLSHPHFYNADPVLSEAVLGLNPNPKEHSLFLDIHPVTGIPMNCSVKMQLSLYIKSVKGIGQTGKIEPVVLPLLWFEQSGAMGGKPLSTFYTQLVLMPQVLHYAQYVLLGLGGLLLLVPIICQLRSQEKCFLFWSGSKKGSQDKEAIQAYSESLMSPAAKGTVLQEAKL
PvdQ inh = blocks Pseudomonas aeruginosa PvdQ acylase activity. purified PvdQ acylase, fluorescence plate reader. inhibition, % at 10 µM. actives 0.063% (n = 340,000). AID 488965; in the data active means inhibition above about 30%, passing the limit was not always enough; inconclusive means no clear call, values can overlap the other calls;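 further: 0% = vehicle neutral wells and 100% = reference inhibitor wells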
SR-BI DiI-HDL act = SR-BI HDL lipid transfer activation. CHO ldlA[mSR-BI] cells, DiI-HDL uptake fluorescence, 3 h; 100 = double the neutral-control signal. actives 0.096% (n = 320,000). activation, % at 12.5 µM;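 active means mean replicate activation of at least 60% and every replicate at or above 60%; inconclusive means mean or all-replicate condition met, but not both; inactive means mean below 60% and not all replicates reaching 60%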;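 further: 0% = median plate neutral-control signal and 100% = twice that signal; values of inactives mirror those of a sister screen read the other way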
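system = CHO ldlA[mSR-BI] cells, LDL receptor-null, SR-BI overexpressing | medium = Ham's F12 with 0.5% BSA, HEPES 25 mM, pH 7.4 | probe or stimulus = DiI-HDL 10 µg/mL | compound dosing = single-point compound dose | incubation = compound exposure 3 h, 37 °C | technique = DiI fluorescence, bottom read | read-out = cell-associated DiI fluorescence as measure of HDL uptake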
Rtt109 HAT inh = C. albicans Rtt109 histone acetyltransferase inhibition. Q5AAJ8. purified Rtt109/Vps75, ThioGlo CoA-SH fluorescence, 4 h. inhibition, % at 34.9 µM. actives 0.16% (n = 330,000). AID 540336;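 active means inhibition of at least 50% in every replicate; inconclusive means best replicate reaches 50% inhibition but some replicates fall short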
Target sequence (Q5AAJ8 whole entry, looked up): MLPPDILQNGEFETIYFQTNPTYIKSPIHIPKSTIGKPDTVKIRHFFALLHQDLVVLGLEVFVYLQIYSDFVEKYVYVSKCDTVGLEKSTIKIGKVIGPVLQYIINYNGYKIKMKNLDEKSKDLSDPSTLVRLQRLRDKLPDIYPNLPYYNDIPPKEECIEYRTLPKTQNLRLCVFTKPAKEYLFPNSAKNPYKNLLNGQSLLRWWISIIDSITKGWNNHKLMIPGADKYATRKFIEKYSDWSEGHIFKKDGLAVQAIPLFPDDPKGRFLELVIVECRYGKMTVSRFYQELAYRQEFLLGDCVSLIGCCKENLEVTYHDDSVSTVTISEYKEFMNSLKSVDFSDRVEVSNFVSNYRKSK
dFosB act = mouse delta FosB homodimer activation. P13346. purified delta FosB, TAMRA-CDK5 oligo fluorescence polarization; percent of positive-control signal above neutral wells. activation, % at 25 µM. actives 0.99% (n = 340,000);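 active means mean activation above about 17%, with every replicate also reaching it, limit read from the data, passing the limit was not always enough; inconclusive means only one of the two conditions met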;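 further: fluorescence polarization rise as delta FosB binds a TAMRA Cdk5 AP-1 oligo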
CAL PDZ FP-1 = inhibitors of human CAL PDZ peptide binding. AID 504414. inhibition, % at 20 µM. Q9HD26. purified CAL PDZ, TMR-peptide fluorescence polarization, 1 h. actives 0.02% (n = 330,000);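 active means highest replicate inhibition of at least 40%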;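 further: plate controls were DMSO neutral control wells for no effect and unlabeled competitor peptide control wells for full effect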
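Test system: purified CerCALP PDZ construct; Compound dosing: one concentration, 20 µM compound; Also added: TMR-labelled reporter peptide T*-PRC34 bound in PDZ groove; Read-out: inhibition from polarization loss; Controls: unlabelled peptide and DMSO controls; Signal: FP readout, S and P plane fluorescence; Incubation: 1 h at RT.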
CAL PDZ FP-2 = inhibitors of human CAL PDZ peptide binding; inhibition, % at 24.9 µM; actives 0.92% (n = 300,000); AID 602252; purified CAL PDZ, TMR-peptide fluorescence polarization, 1 h;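 active means mean inhibition of at least 30% with at least half of replicates also reaching 30%; inconclusive means no clear call, values can overlap the other calls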;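 further: 0% = DMSO neutral control and 100% = excess unlabeled competitor peptide PRC23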
MITF act = increases MITF-driven TRPM1 promoter luciferase signal. AID 588334. activation, % at 12.5 µM. SK-MEL-5 TRPM1-promoter luciferase, 24 h; % of positive control, neutral wells = 0. actives 0.75% (n = 300,000);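 active means mean activation of at least 80% with every replicate also reaching 80%; inconclusive means mean reaches 80% but some replicate falls short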;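 further: 0% = neutral control wells and 100% = parthenolide positive control wells; values of inactives mirror those of a sister screen read the other way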
NSD2 HMT inh = inhibitors of human histone methyltransferase NSD2; actives 0.54% (n = 310,000); NSD2 peptide methylation, AlphaScreen, 120 min; O96028; AID 743445; inhibition, % at 12.5 µM; in the data active means inhibition above about 50%
PfHsp90 set2 = reduces growth (ATP signal) of yeast expressing P. falciparum Hsp90 | S. cerevisiae expressing PfHsp90, BacTiter-Glo ATP, 48 h; yeast lacking PDR1 and PDR3 efflux regulators | inhibition, % at 9.4 µM | actives 0.32% (n = 310,000);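 active means every replicate shows inhibition above about 80%, whatever the replicate mean, limit read from the data; inconclusive means mean inhibition reaches the set limit but some replicate falls short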;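 further: 0% = DMSO neutral controls and 100% = 20 µM radicicol positive controls; yeast relying on Plasmodium falciparum Hsp90 in place of its own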
* marks the source's active call; other numbers are inactive results; ? = inconclusive; · = no result given.

SMILES	SR-BI HDL uptake	PvdQ inh	SR-BI DiI-HDL act	Rtt109 HAT inh	dFosB act	CAL PDZ FP-1	CAL PDZ FP-2	MITF act	NSD2 HMT inh	PfHsp90 set2
CC(C)NC(=O)CN1C(=O)c2ccccc2S1(=O)=O	-2	2	2	·	7	-0.4	0	7	-5	-4
CCCCCCCc1nc2sc3c(c2c(=O)n1N)CC(C)(C)OC3	26	-13	-26	-5	2	-1.7	-1	3	2	16
O=C(Cc1ccccc1)NNC1CC(=O)N(c2ccc(Br)cc2)C1=O (configuration not stated)	-10	-9	10	-3	-5	-0.5	4	-7	0	16
Cc1ccc2cc(NC(=O)c3ccccc3)ccc2n1	-4	20	4	-3	-20	-0.6	-3	49	30	6
Cn1nc(-c2ccc(Cl)cc2)cc1NC(=O)Nc1ccccc1	11	-7	-11	-7	?	-0.3	-5	11	0	8
CCOC(=O)c1c(NC(=O)Cn2cnc3sc(C)c(-c4ccccc4)c3c2=O)sc(C)c1C	24	-17	-24	·	-8	-2.9	-2	17	0	-9
CCCCOc1ccc(NC(=O)CN2CCN(Cc3ccccc3)CC2)cc1	2	-3	-2	1	-9	0.1	0	-7	1	15
CCOC(=O)C1=C(CC)Nc2ccccc2N=C1NC(=O)c1cccc(S(=O)(=O)N2CCCC2)c1	-47	-16	47	-8	-9	-2.7	-1	7	-3	26
CCn1c2ccccc2c2cc(NC(=O)C(=O)NCC3CCCO3)ccc21 (configuration not stated)	28	4	-28	4	-7	-1.0	-1	-26	-4	-1
C=CCn1c(SCC(=O)N(C)C)nc2cc(C(=O)O)ccc2c1=O	-5	-10	5	10	0	1.2	·	-16	7	41
CCC(=O)Nc1cc2nn(-c3ccccc3)nc2cc1Cl	8	-4	-8	8	-9	-0.7	0	7	-1	6
Cc1c(C(=O)Nc2cccc(Cl)c2)c2ccccn2c1CCc1ccncc1	94*	1	-94	16	-12	-1.1	3	36	-3	-2
CCOC(=O)c1ccc(COC(=O)CCc2nc(-c3ccccc3)c(-c3ccccc3)o2)cc1	-11	0	11	-12	-7	0.2	-2	-12	-3	-11
Cn1c(=O)c2c(nc(CN3CCN(c4ccccc4)CC3)n2Cc2c(F)cccc2Cl)n(C)c1=O	-1	-8	1	12	-6	-2.1	0	9	3	20
Cc1ccc(-n2nnnc2SCC(=O)N2CCCCC2)cc1	-7	-16	7	4	2	-0.1	-2	·	0	-26
COc1ccc(C(=O)CC(=O)c2ccc(OC)cc2)cc1	10	-9	-10	-10	-2	-0.5	·	46	-5	1
O=C(NCc1ccccc1)[C@@H]1CSC2c3ccccc3C(=O)N21 (some centres not stated)	3	-3	-3	-5	-1	-1.4	·	-9	3	·
O=C(CSc1nc(CCC2CCCC2)nc2ccccc12)NCc1ccc2c(c1)OCO2	5	-14	-5	·	1	-2.5	1	-7	2	12
COCCCn1c(CCC(=O)O)ccc1-c1cccs1	-1	-3	1	-176	6	-1.3	-4	-6	7	-45
O[C@@H]1CN(Cc2ccc(-n3cccn3)cc2)CC[C@H]1N1CCN(c2ccccc2F)CC1	4	-12	-4	-7	-4	-0.1	·	-19	1	-9
O=C(COC(=O)/C=C/c1ccc(S(=O)(=O)N2CCOCC2)cc1)Nc1ccccc1F	7	-13	-7	3	6	-0.3	·	-5	0	·
CC(C)Oc1ccc(/C(O)=C2/C(=O)C(=O)N(Cc3cccnc3)C2c2ccco2)cc1 (configuration not stated)	-35	-2	35	9	-15	-6.7	-5	-10	3	-5
O=C(CCNC(=O)c1ccc(Br)cc1)Nc1ccccc1N1CCCCC1	24	-10	-24	22	-7	-1.2	1	5	-2	·
CC(C)(C)N1CC(C(=O)Nc2cccc(Cl)c2Cl)CC1=O (configuration not stated)	-2	1	2	·	-4	0.4	-3	7	0	-10
O=C(COC(=O)COc1ccccc1F)Nc1cccc(S(=O)(=O)N2CCCCC2)c1	5	12	-5	-3	-8	0.4	-2	-4	-1	-6
C=CCn1c(NCc2ccc(OC)cc2O)nc2ccccc21	16	-17	-16	-11	4	2.3	-3	·	-2	0
COc1ccc(S(=O)(=O)N(C)CC(=O)N2CCC(C)CC2)cc1Cl	-5	-16	5	-5	-8	-2.9	4	1	-2	-24
COc1ccc(CSCCN)cc1Cl	-19	-12	19	-6	-7	0.1	-1	0	2	8
COc1ccc(OC)c(C(=O)CSc2nnc(-c3cccs3)o2)c1	8	-6	-8	-2	-1	-0.4	-4	1	-2	·
CCOC(=O)COc1ccc(C(=O)CC)cc1OC	-15	-17	15	-2	-1	-2.7	-3	-6	-4	-49
Cc1nc2ccccc2c(=O)n1NC(=O)c1ccc(Cl)cc1	-17	0	17	-4	6	-1.2	-3	2	-6	2
CC(=O)Nc1ccc(S(=O)(=O)N2CCN(Cc3cccnc3)CC2)cc1	-6	5	6	3	-3	0.0	1	5	0	4
c1ccc(CN=C2NN=C(c3ccccc3)CS2)cc1	4	0	-4	-7	-8	1.1	-1	73	0	-13
CC(C)CN1CCN(Cc2cccn2-c2ccc(Cl)cn2)CC1CCO (configuration not stated)	-13	-21	13	2	-6	0.5	-4	3	11	9
O=C(CSc1nc2ccccc2c(=O)n1-c1ccc(OC(F)F)cc1)NC1CC1	-10	-15	10	-5	-10	-0.3	4	-2	-3	·
CCOc1ccccc1NC(=O)CCC(=O)Nc1ccc2nc(N3CCN(C)CC3)cc(C)c2c1	62	-7	-62	-1	-3	·	-1	16	2	18
CC(OC(=O)CN1C(=O)C2C3C=CC(C4CC34)C2C1=O)C(=O)c1ccccc1 (configuration not stated)	-22	-3	22	2	-4	-0.4	·	9	0	7
CCOC(=O)c1c(NC(=O)c2ccno2)c2cc([N+](=O)[O-])ccc2n1C	-4	-1	4	-6	0	-0.6	-1	·	-1	-7
Cc1cc(C)n(-c2ccc(C(=O)OCC(=O)Nc3ccc([N+](=O)[O-])cc3)cc2)n1	13	-13	-13	1	-4	-2.4	-3	-16	-2	-10
O=C(c1ccccc1)C(CCC(CN1CCOCC1)C(=O)c1ccccc1)CN1CCOCC1 (configuration not stated)	7	-13	-7	4	-6	0.6	·	·	0	12
CCOc1ccc2[nH]c(=O)c(CN(CCO)C(=O)c3ccccc3F)cc2c1	-14	11	·	18	-11	-0.9	-1	3	-1	6
O=C1CCc2cc(S(=O)(=O)NC(C(=O)N3CCN(c4ccccn4)CC3)c3ccccc3)ccc2N1 (configuration not stated)	-21	3	21	20	-10	-0.6	·	0	-1	-1
O=[N+]([O-])c1ccc(N2CCN(S(=O)(=O)c3ccccc3[N+](=O)[O-])CC2)cc1NCc1cccnc1	43	-1	-43	0	-1	-1.3	0	3	-4	5
Cc1ccccc1Nc1nc(N)nc(C)c1Br	0	-7	0	-4	-3	-0.1	-1	22	1	-3
COc1ccc(OC)c2[nH]c(C(=O)N/N=C/c3ccccc3O)cc12	124*	-8	-124	4	12	4.3	18	-59	3	16
COc1ccccc1C(=O)N1N=C(c2ccc(NS(C)(=O)=O)cc2)CC1c1cccs1 (configuration not stated)	3	-12	-3	-6	-11	-0.6	-1	-7	0	5
O=C(c1cccc(S(=O)(=O)N2CCc3ccccc32)c1)N1CCc2ccccc2C1	16	-9	-16	-1	0	-0.3	1	-17	2	-14
CC(C)(OC(=O)c1ccc(F)cc1)c1cc2ccccc2c(=O)o1	-37	-8	37	8	-8	-0.8	1	-5	·	-6
COc1ccc(OC)c(-c2csc(NC(=O)c3ccc(F)cc3)n2)c1	56	3	-56	-3	8	-2.8	-3	·	7	5
O=C(C1CC(=O)N(C2CCCCC2)C1)N1CCc2ccccc21 (configuration not stated)	-9	-9	9	2	-9	-2.1	-3	14	5	-8
CCOC(=O)CCCNC(=O)COC(=O)/C=C/c1ccc2c(c1)OCO2	-15	-13	15	-3	-5	-0.9	·	-10	-3	11
CCN(CC)CCC(=O)c1ccc(F)cc1	-8	-12	8	3	-3	0.3	-10	0	59*	29
O=C(C1CCCCC1)N(Cc1nc2sc3c(c2c(=O)[nH]1)CCCC3)Cc1cccs1	-9	-10	9	-5	-9	-0.8	0	-13	0	-45
C=CCn1c(Cc2cccs2)nnc1SCC(=O)Nc1ccc(OC)cc1	-44	2	44	7	-1	-0.2	0	-2	-1	·
CCOC(=O)C1=CN(CC)CCC1=O	-37	-9	37	-7	-3	0.6	1	2	·	18
COc1ccc(OC)c(S(=O)(=O)N2CCC(C(=O)NCc3ccccc3)CC2)c1	24	-5	-24	-4	-7	-0.8	-1	·	·	·
CCCN1Cc2cccc(C(=O)Nc3cc(OC)cc(OC)c3)c2C1=O	24	-8	-24	3	-16	-0.7	-2	5	-3	-8
CCc1ccc(CN(C)C(=O)CCc2nc3ccccc3n(-c3ccc(OC)cc3)c2=O)cc1	38	-12	-38	-12	-55	-0.1	-2	-14	2	16
CN(Cc1ccccc1)C(=O)COC(=O)c1cncc(Br)c1	-8	-6	8	-33	-15	-0.1	·	-14	-5	-26
CC(C)C[C@H](NC(=O)Nc1cccc(Cl)c1)C(=O)O	-15	2	15	-3	3	·	-4	14	1	12
Going on with the list.
SMILES	SR-BI HDL uptake	PvdQ inh	SR-BI DiI-HDL act	Rtt109 HAT inh	dFosB act	CAL PDZ FP-1	CAL PDZ FP-2	MITF act	NSD2 HMT inh	PfHsp90 set2
O=C(O)c1ccc(/C=N/NC(=O)c2ccc(NS(=O)(=O)c3cccs3)cc2)cc1	8	-7	-8	-3	-10	-1.6	-5	3	·	-13
CC1CCc2c(sc(NC(=O)COC(=O)c3ccc(NC(=O)CC#N)cc3)c2C#N)C1 (configuration not stated)	27	4	-27	-5	-6	-3.4	-6	10	0	5
COc1c(C)cc(Br)cc1C(=O)Nc1ccc(N2CCN(S(C)(=O)=O)CC2)cc1	31	-11	-31	-1	3	-0.7	·	-4	-2	19
CCn1c(SCC(=O)Nc2ccc(N(C)C)cc2)nnc1-c1cccc(C)c1	-19	2	19	3	2	0.6	-4	-7	8	-16
Cc1cccc(C)c1NC(=O)CN1C(=O)S/C(=C\c2cccn2-c2cccc(C(=O)O)c2)C1=O	-4	-9	4	-2	-3	0.0	-5	-1	2	·
N=C(N)SCCN	·	-8	·	-29	0	1.3	-9	4	·	6

Look-ups from the results shown:
N=C(N)SCCN in MITF act shows 4
COc1c(C)cc(Br)cc1C(=O)Nc1ccc(N2CCN(S(C)(=O)=O)CC2)cc1 in CAL PDZ FP-1 shows -0.7
